D2 antag: antagonists of human D2 dopamine receptor; P14416; HEK293 TREx D2 cells, calcium flux, dopamine EC80; inhibition, % at 10 µM; actives 2% (n = 340,000); in the data active = inhibition above about 30%; note: 0% is about no effect
Target sequence (P14416 whole entry, looked up): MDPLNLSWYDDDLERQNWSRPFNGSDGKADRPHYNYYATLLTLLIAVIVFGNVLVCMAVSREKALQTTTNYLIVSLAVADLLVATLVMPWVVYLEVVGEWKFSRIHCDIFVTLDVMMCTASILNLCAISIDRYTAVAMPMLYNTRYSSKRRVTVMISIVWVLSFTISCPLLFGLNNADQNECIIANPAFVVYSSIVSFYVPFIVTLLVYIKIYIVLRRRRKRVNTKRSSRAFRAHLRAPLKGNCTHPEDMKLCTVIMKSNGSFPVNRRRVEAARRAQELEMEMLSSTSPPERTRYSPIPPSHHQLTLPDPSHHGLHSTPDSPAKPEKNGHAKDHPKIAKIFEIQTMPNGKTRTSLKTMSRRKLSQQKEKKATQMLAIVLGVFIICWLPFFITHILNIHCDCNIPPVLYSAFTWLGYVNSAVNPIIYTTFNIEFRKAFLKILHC
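Overnight-induced (tetracycline, 30 C) HEK293 T-REx cells carrying force-coupled D2 receive a no-wash calcium dye, then compound, then EC80 dopamine at 180 s; signals are read kinetically throughout.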
D1 potentiator: potentiators of human D1 dopamine receptor | potentiation, % at 10 µM | HEK293 TREx D1 cells, calcium flux, dopamine EC20 potentiation | actives 0.036% (n = 360,000) | P21728; in the data active = potentiation above about 30%; note: 0% is about no effect
D1 antagonist: human D1 dopamine receptor antagonism; actives 3.2% (n = 360,000); activity change, negative = inhibition, % at 10 µM; HEK293 TREx D1 cells, calcium flux, dopamine EC80; active compounds read low; P21728; in the data active = activity change below about -30%; note: % is set by controls: 0 for no effect and ±100 for the full control effect
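HEK293 T-REx cells expressing inducible, force-coupled D1 receptor; no-wash Ca dye, 30–90 min RT. Cmpd → 180 s read at 1 Hz → EC80 DA → 180 s read.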
D1 agonist: agonists of human D1 dopamine receptor; activation, % at 2 µM; HEK293 T-REx D1 cells, calcium flux, agonist mode; P21728; AID 504660; actives 1% (n = 360,000); note: 0% is about no effect
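Inducible HEK293 T-REx D1 cells, force-coupled to calcium signalling, were plated at 4000 cells/well with tetracycline and held overnight at 30 C. After no-wash calcium dye loading, compound-evoked calcium rise over 180 s flagged agonists.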
TRHR agonist: agonists of human TRH receptor; P34981; TRHR cells, calcium flux fluo-8, FDSS agonist mode; activation, % at 2 µM; actives 0.18% (n = 360,000); AID 493084; note: 0% is about no effect
Target sequence (P34981 whole entry, looked up): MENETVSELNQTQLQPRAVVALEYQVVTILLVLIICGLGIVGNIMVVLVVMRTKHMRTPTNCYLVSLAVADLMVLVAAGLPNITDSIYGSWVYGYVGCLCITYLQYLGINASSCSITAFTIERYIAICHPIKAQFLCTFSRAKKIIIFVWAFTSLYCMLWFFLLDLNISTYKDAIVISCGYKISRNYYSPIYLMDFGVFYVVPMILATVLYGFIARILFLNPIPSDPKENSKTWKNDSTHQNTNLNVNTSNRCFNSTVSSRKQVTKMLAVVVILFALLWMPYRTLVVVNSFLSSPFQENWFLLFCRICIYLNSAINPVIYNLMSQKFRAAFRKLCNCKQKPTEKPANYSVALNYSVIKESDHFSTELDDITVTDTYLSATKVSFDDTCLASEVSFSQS
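Fluo-8-loaded TRHR cells; 10 s baseline, compound added, kinetic Ca2+ fluorescence read 1/s, agonist mode.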
RXFP1 antagonist: antagonists of human relaxin receptor RXFP1 | Q9HBX9 | HEK293-RXFP1, relaxin-stimulated cAMP HTRF, 30 min; active compounds read low | activity change, negative = inhibition, % at 57.5 µM | actives 0.59% (n = 350,000);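 active = activity change of -60% or lower, but not beyond a set lower limit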; note: % is set by controls: 0 for no effect and ±100 for the full control effect
D2 agonist: agonists of human D2 dopamine receptor. P14416. HEK293 T-REx D2 cells, calcium flux agonist mode. activation, % at 2 µM. actives 0.53% (n = 340,000);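 active = activation over 3 SD above normal in the single-dose calcium agonist read, cut at about 30% in these data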; note: 0% is about no effect
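HEK293 Trex D2 cells, tetracycline-induced, o/n 30 C 5% CO2; no-wash Ca dye, RT 30–90 min; 10-cycle baseline, 23 nl cpd added, kinetic Ca read 180 s; agonist hits = positive Ca response.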
D2 PAM: positive allosteric modulators of human D2 dopamine receptor. P14416. HEK293 T-REx D2, calcium flux, EC20 dopamine potentiation. potentiation, % at 10 µM. actives 0.34% (n = 340,000);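 active = potentiation over 3 SD above the plate norm, cut at about 30% in these data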; note: 0% is about no effect
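Primary screen. Calcium kinetics in induced HEK293 T-REx D2 cells: compound pre-addition 180 s, EC20 dopamine, 180 s more.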
TRHR PAM: allosterically enhances the human TRH receptor; TRHR cells, fluo-8 calcium fluorescence, EC20 TRH enhancement; enhancement, % at 2 µM; actives 0.66% (n = 360,000); AID 493056; in the data active = enhancement above about 30%; note: 0% is about no effect
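Enhancer read-out: after compound pinning and an initial kinetic agonist-mode read, an EC20 of TRH (10 nM final) was injected and fluo-8 calcium signal (Ex 480/Em 530) followed at 1 s/cycle for 100 cycles in TRHR-expressing cells.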
An asterisk follows results filed as active; x = no result given. Cut-off read from the data, not from the text of the source, unless noted: active = activation above about 30%; inactive = the rest.

SMILES	D2 antag	D1 potentiator	D1 antagonist	D1 agonist	TRHR agonist	RXFP1 antagonist	D2 agonist	D2 PAM	TRHR PAM
Cn1c(=O)c2c(-c3ccccc3)n(C3CCCCC3)cc2n(C)c1=O	-5.7	3.1	-0.6	0.9	-0.4	20.1	-1.1	9.9	-25.8
CCC(=O)c1cn(CC(=O)Nc2cccc(C)c2)c2ccccc12	10.6	8.4	-8.9	2.8	0.3	6.2	0.2	0.7	-7.5
CSc1nc2nc3c(cc2c(=O)n1-c1ccccc1C)COC(C)(C)C3	7.2	-3.8	1.9	0.2	-0.4	-1.8	-1.0	-10.9	-8.8
CCC(=O)OCC(=O)Nc1cc([N+](=O)[O-])ccc1OC	-5.0	2.1	-11.1	3.4	-0.5	7.2	1.8	0.9	-4.9
O=C(NCCO)C1CCN(C(=O)c2ccc(-c3ccccc3)cc2)CC1	-23.9	1.4	-7.8	2.3	-0.2	-3.5	0.9	0.3	3.0
COc1ccccc1NC(=O)c1cc(Cl)ccc1NC(=O)c1ccco1	9.6	1.2	-0.8	3.7	0.2	-11.2	-2.4	-2.2	0.1
O=C(Nc1ccc(Br)cc1Br)c1cccc2c1C(=O)N(C1CCCCC1)C2	-5.2	-0.5	-2.7	-0.6	0.3	-18.0	0.4	4.8	-7.2
Cc1cc(N2CCC(C(=O)NCCC(C)C)CC2)n2nc(C)c(-c3ccc(Cl)cc3)c2n1	x	-4.5	-7.1	1.6	0.0	x	1.1	-1.5	-2.3
CCN1CCN(CCCNC(=O)Cn2nc(C)n3c(cc4cc(C)ccc43)c2=O)CC1	x	-4.6	-0.1	-0.4	-0.1	-4.8	-0.1	-6.1	-0.6
CCOc1cc(-c2noc(N)c2C#N)cc(OCC)c1OCC	0.9	0.7	-2.6	2.8	1.8	0.5	0.9	27.2	0.8
CN1C(=S)N(c2cccnc2)C(=O)/C1=C\c1ccc(C(C)(C)C)cc1	27.7	-1.6	10.4	5.3	-0.3	-14.8	0.9	1.1	2.0
Cc1cc(NC(=O)CSc2nnc(-c3ccc(Cl)s3)o2)no1	16.4	-1.4	2.9	2.4	-0.3	-21.0	0.8	2.2	2.2
Cc1ccc(S(=O)(=O)NC(C)(C)CN2CCc3ccccc3C2)cc1	-25.8	-6.3	-4.9	0.8	0.4	-5.6	-0.4	-16.2	2.8
O=C(Cn1ccc2cc(S(=O)(=O)N3CCCCCC3)ccc21)NCCc1ccc(Cl)cc1	x	0.2	4.1	7.4	1.6	0.3	1.4	-2.1	-10.9
Clc1ccc2c(c1)C(C1=NCCN1)c1ccccc1CS2 (stereo unspecified)	0.2	-1.7	-4.3	6.5	1.0	x	0.0	-6.3	1.6
CCOc1ccc(S(=O)(=O)N2CCN(C(=O)c3cc4c(s3)CCCC4)CC2)cc1	3.1	-2.6	1.1	1.6	-0.7	x	-0.3	-11.5	3.4
Cc1ccccc1OCCC(=O)OCC(=O)Nc1cc(S(=O)(=O)N2CCOCC2)ccc1Cl	-9.6	-5.8	-14.1	4.9	-1.5	2.7	2.3	3.3	-7.7
CCOc1ccc2c(c1)nc(C)n2C	-0.6	-8.1	-47.1*	0.9	0.3	2.1	0.3	-0.6	2.1
Cc1ccc(C)c(NC(=O)Cc2coc3cc(C)cc(C)c23)c1	x	5.5	-18.3	2.8	0.9	0.6	-0.6	-14.9	-2.5
Cc1cc(NC(=O)CCCC(=O)N(CC(=O)NCCc2ccccc2)Cc2ccc(F)cc2)no1	-18.9	-3.6	5.2	1.4	-0.3	3.9	-0.7	-3.5	-4.7
COc1ccccc1OCCn1cc(/C=C(\C#N)C(=O)NCc2ccco2)c2ccccc21	-7.2	-5.2	-0.3	4.8	0.7	8.6	0.1	1.6	-1.9
O=C(COC(=O)Cc1ccc2c(c1)OCCO2)Nc1ccc(S(=O)(=O)N2CCCC2)cc1	7.1	-2.7	-6.8	1.8	-0.1	-13.4	0.1	18.0	-0.9
Nn1c(Cc2cccc3ccccc23)nnc1SCC(=O)NCC1CCCO1 (stereo unspecified)	-4.0	-4.5	12.3	-0.6	0.0	-2.8	-0.9	4.9	-0.5
O=C(NCc1ccco1)c1ccc(OCC2CCCO2)cc1 (stereo unspecified)	-6.2	0.1	8.2	1.9	-0.3	-4.1	-1.9	-0.5	1.7
Cc1ccc(C)c(NC(=O)CCn2nc(C)c3c(C)n(-c4ccccc4)nc3c2=O)c1	x	0.1	-8.4	-1.2	-0.4	10.2	-0.4	-6.8	7.5
Cc1ccc(Cl)cc1-n1nnc(-c2nc(-c3ccc4c(c3)OCO4)no2)c1C	x	-0.1	-11.8	6.4	0.4	-13.7	-0.4	-5.7	-4.1
COc1cccc(-n2c(=O)c3sc4ccccc4c3n(CC(=O)Nc3ccccc3C)c2=O)c1	x	3.1	1.1	11.7	1.7	x	0.6	-5.4	0.6
CC(C)(C)C1CCc2nc(NC(=O)COc3ccccc3[N+](=O)[O-])sc2C1 (stereo unspecified)	x	-1.0	15.3	3.2	-0.3	x	x	x	6.2
Cc1ccc(CNC(=O)COC(=O)Cc2ccc(-c3ccccc3)cc2)cc1	7.6	-4.1	5.6	13.0	0.2	x	-0.4	6.0	1.3
CCOC(=O)c1c(C)n(C)c2ccc(O)c(S(=O)(=O)c3ccccc3)c12	4.0	0.6	17.8	-1.9	0.5	11.1	0.4	1.4	8.0
O=C(/C=C/c1ccc(S(=O)(=O)N2CCOCC2)cc1)NC(=S)Nc1ccc(Cl)cc1Cl	-3.4	-2.0	-10.4	1.5	0.1	-2.8	0.3	-6.6	-5.1
COC(=O)c1ccc(C(=O)OC)c(NC(=S)N2CCN(c3cc(Cl)ccc3C)CC2)c1	x	-0.6	7.4	4.4	0.3	x	x	x	-4.2
Cc1cccc(-c2onc3ccc(C(=O)/C=C/N(C)C)cc23)c1	0.4	-2.3	-8.8	4.9	2.0	-7.0	0.0	-1.1	15.7
Cc1ccc(C)c(CNC(=O)CCn2cccn2)c1	x	-3.8	-14.4	2.0	0.1	-3.7	0.7	9.5	-1.4
Cn1nc(C(=O)NCCOc2ccccc2)c2ccccc2c1=O	-8.6	8.2	11.0	5.2	-0.3	-1.1	-0.3	2.5	-2.5
COc1ccc(C(=O)N/N=C/c2ccc(SC)cc2)cc1	2.3	-3.9	-5.9	-0.8	-0.5	-7.2	0.9	-5.5	-5.3
CC1(C)CCCN(Cc2c(O)ccc3c(=O)c(-c4nc5ccccc5s4)c(N)oc23)C1	-11.2	-2.4	0.7	0.8	0.4	-24.1	0.9	6.0	1.7
CCOC(=O)c1c(SCC(=O)Nc2nccs2)nc(C)c(C)c1C	7.1	0.5	19.6	0.4	-0.3	-5.3	-0.8	3.5	13.3
CCCC(C(=O)NCc1ccccc1)N(C(=O)Cn1nnc(-c2cccs2)n1)c1ccc2c(c1)OCCO2 (stereo unspecified)	2.9	-6.8	22.9	2.1	-1.2	-1.7	-0.4	-17.3	2.8
CCC(=O)Nc1c(C(=O)N2CCN(c3ccccn3)CC2)cnn1-c1ccc(C)cc1	-4.7	5.3	2.3	0.6	0.3	-7.1	3.7	2.9	3.0
CCOC(=O)C1CCCN(C2CC(=O)N(c3ccc(C)c(C)c3)C2=O)C1 (stereo unspecified)	-2.2	-2.2	5.8	4.2	-0.9	1.3	-0.4	4.4	9.4
CCN1C(=O)[C@H]2[C@@H](c3ccc(-c4ccc(C(C)=O)cc4)cc3)N[C@@](Cc3ccccc3)(C(=O)OC)[C@H]2C1=O	x	-3.5	-3.7	1.7	-0.1	x	x	x	-5.4
COc1cc(C)nc(N2CCC(C(=O)NC3CCCCC3)CC2)n1	-2.5	5.2	3.7	0.0	-0.3	-23.4	-0.2	25.9	0.6
CN(C)c1ccc2c(c1)Sc1cc(N(C)C)ccc1N2C(=O)c1ccccc1	-12.2	1.1	12.1	1.5	0.8	-28.9	-1.6	7.0	-15.3
COCCNS(=O)(=O)c1ccc(C)c(C)c1C	-9.6	-6.6	x	-0.2	0.8	-9.4	-0.6	-11.0	-0.3
COc1ccc(Cl)cc1N(C(C)C(=O)O)S(C)(=O)=O (stereo unspecified)	-17.6	4.8	x	-2.7	0.6	5.3	0.4	11.9	-1.1
COc1ccc(C(=O)Nc2ccc3c(c2)CCCN3S(=O)(=O)c2ccc(C)cc2)c(OC)c1	x	0.6	-8.2	6.5	0.3	-0.8	4.5	1.6	-0.1

By substructure, the compounds so far with an aryl methoxy group (8)
SMILES	D2 antag	D1 potentiator	D1 antagonist	D1 agonist	TRHR agonist	RXFP1 antagonist	D2 agonist	D2 PAM	TRHR PAM
CCC(=O)OCC(=O)Nc1cc([N+](=O)[O-])ccc1OC	-5.0	2.1	-11.1	3.4	-0.5	7.2	1.8	0.9	-4.9
COc1ccccc1NC(=O)c1cc(Cl)ccc1NC(=O)c1ccco1	9.6	1.2	-0.8	3.7	0.2	-11.2	-2.4	-2.2	0.1
COc1ccccc1OCCn1cc(/C=C(\C#N)C(=O)NCc2ccco2)c2ccccc21	-7.2	-5.2	-0.3	4.8	0.7	8.6	0.1	1.6	-1.9
COc1cccc(-n2c(=O)c3sc4ccccc4c3n(CC(=O)Nc3ccccc3C)c2=O)c1	x	3.1	1.1	11.7	1.7	x	0.6	-5.4	0.6
COc1ccc(C(=O)N/N=C/c2ccc(SC)cc2)cc1	2.3	-3.9	-5.9	-0.8	-0.5	-7.2	0.9	-5.5	-5.3
COc1cc(C)nc(N2CCC(C(=O)NC3CCCCC3)CC2)n1	-2.5	5.2	3.7	0.0	-0.3	-23.4	-0.2	25.9	0.6
COc1ccc(Cl)cc1N(C(C)C(=O)O)S(C)(=O)=O (stereo unspecified)	-17.6	4.8	x	-2.7	0.6	5.3	0.4	11.9	-1.1
COc1ccc(C(=O)Nc2ccc3c(c2)CCCN3S(=O)(=O)c2ccc(C)cc2)c(OC)c1	x	0.6	-8.2	6.5	0.3	-0.8	4.5	1.6	-0.1

High-throughput results: PubChem, National Center for Advancing Translational Sciences (NCATS)
